IDH1 R132H inh: qHTS for Inhibitors of mutant isocitrate dehydrogenase 1 (IDH1): qHTS; Potency, µM (doses to about 76.6 µM), for the others: at the top dose activity change, negative = inhibition, hits mostly inhibitors; IDH1-R132H enzyme, NADPH consumption, diaphorase/resazurin fluorescence; actives 0.093% (n = 390,000); AID 602179, 2012; note: potency is the fitted concentration of half-maximal effect; % is set by controls: 0 for no effect and ±100 for the full control effect; nearly all actives have a fitted effect of over 65% in size
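IDH1-R132H (0.5 ug/mL dispensed) in pH 7.5 Tris buffer was preincubated 30 min with compound, then given a substrate mix of 0.016 mM NADPH and 2 mM alpha-KG for 80 min at room temperature; remaining NADPH was read by diaphorase/resazurin fluorescence.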
rTrxR1 inhibitor: qHTS Assay for Inhibitors of Mammalian Selenoprotein Thioredoxin Reductase 1 (TrxR1): qHTS | Thioredoxin reductase 1, cytoplasmic (Rattus norvegicus), O89049 | recombinant rTrxR1, NADPH fluorescence consumption, selenite substrate | Potency, µM (series often up to 114 µM), without a hit: at the top dose activity change, negative = inhibition, actives largely listed as inhibitors | actives 1% (n = 390,000); note: potency is the fitted concentration of half-maximal effect; % is set by controls: 0 for no effect and ±100 for the full control effect; nearly all actives have a fitted effect of over 65% in size
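Rat TrxR1 (90 nM in the dispensed reagent) was pre-reduced with 400 uM NADPH for 5 min at room temperature, then incubated with compound for 15 min. After 400 uM selenite was added, NADPH fluorescence (Ex 340/Em 450 nm) was followed for 8 min.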
TrxR1 substrate: qHTS Assay for Substrates of Mammalian Selenoprotein Thioredoxin Reductase 1 (TrxR1): qHTS. Thioredoxin reductase 1, cytoplasmic (Rattus norvegicus), O89049. purified TrxR1 substrate turnover, NADPH consumption readout. actives 0.01% (n = 390,000). Potency, µM (doses to about 114 µM), for the others: at the highest dose activity change, negative = substrate turnover; note: potency is the fitted concentration of half-maximal effect; % is set by controls: 0 for no effect and ±100 for the full control effect; nearly all actives have a fitted effect of over 50% in size
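Rat TrxR1, dispensed at 90 nM, was prereduced with 400 uM NADPH (final) for 5 min at ~22 deg C, then incubated with compound 15 min before 400 uM selenite. A first-read NADPH fluorescence drop versus no-compound background flagged substrates.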
USP1 inh: Inhibitors of USP1/UAF1: Primary Screen; Ubiquitin carboxyl-terminal hydrolase 1 (Homo sapiens), O94782; recombinant USP1/UAF1, Ub-Rhodamine cleavage fluorescence; Potency, µM (doses to about 57.1 µM), inactives show at the highest dose activity change, negative = inhibition, hits mostly inhibitors; actives 0.23% (n = 390,000); AID 743255, 2014; note: potency is the fitted concentration of half-maximal effect; % is set by controls: 0 for no effect and ±100 for the full control effect; nearly all actives have a fitted effect of over 60% in size; inactives centre near -12
Target sequence (O94782 whole entry, looked up): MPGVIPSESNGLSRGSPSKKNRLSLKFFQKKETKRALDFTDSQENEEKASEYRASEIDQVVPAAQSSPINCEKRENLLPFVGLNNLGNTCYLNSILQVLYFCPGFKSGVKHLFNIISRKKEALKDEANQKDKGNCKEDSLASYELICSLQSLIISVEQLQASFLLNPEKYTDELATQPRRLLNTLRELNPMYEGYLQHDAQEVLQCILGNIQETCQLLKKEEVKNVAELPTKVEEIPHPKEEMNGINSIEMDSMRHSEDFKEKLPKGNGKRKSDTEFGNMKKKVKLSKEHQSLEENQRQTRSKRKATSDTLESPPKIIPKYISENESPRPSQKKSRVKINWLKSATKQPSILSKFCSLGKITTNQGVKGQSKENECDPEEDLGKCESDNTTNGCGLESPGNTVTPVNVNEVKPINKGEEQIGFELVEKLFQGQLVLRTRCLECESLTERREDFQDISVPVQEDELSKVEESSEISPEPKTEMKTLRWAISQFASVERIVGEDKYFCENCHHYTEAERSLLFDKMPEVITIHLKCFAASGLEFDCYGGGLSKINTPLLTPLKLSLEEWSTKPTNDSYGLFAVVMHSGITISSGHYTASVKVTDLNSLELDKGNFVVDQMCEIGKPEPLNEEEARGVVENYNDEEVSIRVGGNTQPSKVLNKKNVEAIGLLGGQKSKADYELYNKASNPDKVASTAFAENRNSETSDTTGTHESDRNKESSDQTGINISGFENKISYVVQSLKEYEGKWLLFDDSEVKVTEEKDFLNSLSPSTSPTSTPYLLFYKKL
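1 nM enzyme complex + cpd, 15 min RT; start with Ub-Rho 150nM final; kinetic fluorescence ex 480/em 540, 6 reads q60 s. Buffer 50mM HEPES pH 7.8, 0.5mM EDTA, 0.1 mg/ml BSA, 1mM TCEP, 0.01% Tween-20.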
D2 antagonist: HTS Assay for Allosteric Antagonists of the Human D2 Dopamine Receptor: Primary Screen for Antagonists. D(2) dopamine receptor (Homo sapiens), P14416. actives 2% (n = 340,000). HEK293 TREx D2 cells, calcium flux, dopamine EC80. inhibition, % at 10 µM. AID 485344, 2010; in the data active = inhibition above about 30%; note: 0% is about no effect
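In this primary screen, negative modulation is detected by tracking calcium flux after an EC80 dopamine challenge in inducible HEK293 T-REx D2 cells preexposed to test compound for 180 s.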
D2 agonist: HTS Assay for Allosteric Agonists of the Human D2 Dopamine Receptor: Primary Screen for Agonists. D(2) dopamine receptor (Homo sapiens), P14416. HEK293 T-REx D2 cells, calcium flux agonist mode. activation, % at 2 µM. actives 0.53% (n = 340,000). AID 485358, 2010;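 active = activation over 3 SD above normal in the single-dose calcium agonist read, cut at about 30% in these data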; note: 0% is about no effect
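Tetracycline-induced HEK293 T-REx cells with force-coupled D2 receptor, plated overnight at 30 C, loaded with no-wash calcium dye. After a 10 s baseline, compound was pin-added and calcium flux read kinetically for 180 s; calcium rises flagged agonists.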
TRHR agonist: qHTS for Small Molecule Agonists and Allosteric Enhancers of Human TRH Receptor: Primary Screen for Agonists; Thyrotropin-releasing hormone receptor (Homo sapiens), P34981; TRHR cells, calcium flux fluo-8, FDSS agonist mode; actives 0.18% (n = 360,000); activation, % at 2 µM; in the data active = activation above about 30%; note: 0% is about no effect
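TRHR-expressing cells loaded with fluo-8 calcium dye; 23 nL library compound pin-transferred, kinetic FDSS fluorescence (Ex 480/Em 530) recorded about 180 s for agonist-induced calcium release, before a 10 nM TRH EC20 addition for potentiator mode.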
PI4K2A block: qHTS for small molecular inhibitors of PI4K2A | Phosphatidylinositol 4-kinase type 2-alpha (Homo sapiens), Q9BTU6 | purified PI4K2A, ADP-Glo luminescence, 1 h; active compounds read low | activity change, negative = inhibition, % at 76.9 µM | actives 0.13% (n = 420,000) | AID 1346378, 2018; in the data active = activity change below about -50%; inconclusive = mostly about -30% to -49%;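 note: -100% = wells without enzyme as full effect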
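PI4K2A activity was measured by ADP-Glo luminescence: enzyme (4 ug/mL stock) and phosphatidylinositol (1.2 mM stock) in Tris pH 7.5/MgCl2/EGTA/Triton X-100 buffer were reacted with ATP (300 microM stock) for one hour at ambient temperature.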
TRHR enhancer: qHTS for Small Molecule Agonists and Allosteric Enhancers of Human TRH Receptor: Primary Screen for Enhancers | Thyrotropin-releasing hormone receptor (Homo sapiens), P34981 | TRHR cells, fluo-8 calcium fluorescence, EC20 TRH enhancement | enhancement, % at 2 µM | actives 0.66% (n = 360,000) | AID 493056, 2011; in the data active = enhancement above about 30%; note: 0% is about no effect
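Enhancer read-out: after compound pinning and an initial kinetic agonist-mode read, an EC20 of TRH (10 nM final) was injected and fluo-8 calcium signal (Ex 480/Em 530) followed at 1 s/cycle for 100 cycles in TRHR-expressing cells.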
The depositor's hits bear a star; ? = inconclusive; . = no result given; & = joins results of further samples; [ ] = another dose, or the depositor's remark. Unless noted, calls come from the whole dose curve; as a rule, active = well fitted inhibition curve with a large enough effect; inconclusive = small, poorly fitted or top-dose-only effect; inactive = no such curve, though single readings can be large or run the other way.

item | molecule | IDH1 R132H inh | rTrxR1 inhibitor | TrxR1 substrate | USP1 inh | D2 antagonist | D2 agonist | TRHR agonist | PI4K2A block | TRHR enhancer
1 | Cc1sc2nnn(CC(=O)N3CCN(C(=O)c4ccco4)CC3)c(=O)c2c1C | 10% | ? | 1% | -8% | . | . | . | 0 | .
2 | Cc1cc(-n2c(C)cc(C(=O)COc3cc(F)ccc3[N+](=O)[O-])c2C)no1 | -5% | 8% | -4% | -23% | 6 | -1.9 | 0.0 | -2 | 1
3 | CCN1C(=NCc2ccco2)N[C@@H](c2cccc(F)c2)C(C(=O)OC)=C1C | 11% | -14% | 0% | -27% | . | . | 1.1&1.0 | -7 | 5&-6
4 | O=C(c1ccc(Br)cc1)c1cc(-c2ccccn2)c(N2CCOCC2)s1 | 7% | 21% | 11% | -21% | 11 | 0.1 | 0.3 | -2 | 28
5 | Cc1cccc2[nH]c(SCC(=O)N3CCOCC3)nc12 | 0% | -10% | -5% | -18% | 12 | 0.9 | 0.6 | -3 | -3
6 | CCOc1ccc(/C(O)=C2/C(=O)C(=O)N(CCCN3CCOCC3)C2c2ccc(F)cc2)cc1C (stereo not given) | 4% | ? | 1% | -25% | 0 | -0.4 | 0.3 | -4 | 2
7 | CC[C@H](C)/C=C/C1=CC2=C(Cl)C(=O)[C@@]3(C)OC(=O)C(C(=O)[C@H](C)[C@@H](C)O)=C3C2=CO1 | 12% | ? | 10%[57.1 µM] | ? | . | . | . | ? | .
8 | CC(CC(=O)NC1CCCC1)c1ccccc1 (stereo not given) | -1% | 3% | 2% | -10% | 21 | -0.4 | -0.1 | 3 | 4
9 | COc1ccccc1Nc1nc(N)nc(CN2CCc3ccccc3C2)n1 | 9% | 13%[57.1 µM] | 6%[57.1 µM] | -12% | -6 | 0.2 | -0.4 | -3 | 1
10 | COc1cccc(/C=C2\SC(=S)N(c3cccnc3)C2=O)c1OC | -5% | 17%[57.1 µM] | 4%[57.1 µM] | -20% | -4 | 0.5 | 0.0 | 0 | 2
11 | COc1ccc(C(=O)NCC(c2ccc(N(C)C)cc2)N2CCOCC2)cc1 (stereo not given) | 15% | -3%[57.1 µM] | 0%[57.1 µM] | -27% | . | 0.1 | 0.3 | -7 | -9
12 | O=C(NCc1ccccc1)c1cc(S(=O)(=O)N2CCOCC2)ccc1F | 0% | 21% | 2% | 5% | -8 | 0.9 | 0.3 | 1 | 22
13 | O=c1[nH]c(CSc2ncnc3sc(-c4ccccc4)cc23)nc2ccccc12 | 3% | -11% | 6% | -3% | -6 | 0.9 | 0.1 | -1 | 14
14 | Cc1ccc(CC(=O)Nc2ccc(C(=O)N3CCOCC3)cc2)cc1 | 3% | -11% | -4% | -12% | 1 | 0.9 | 0.9 | 0 | 4
15 | CN(C)CCN1C(=O)C(O)=C(C(=O)c2cc3ccccc3o2)C1c1ccccn1 (stereo not given) | . | . | . | . | 5 | 0.2 | -0.2 | . | 0
16 | CC(C)Oc1ccc(C(=O)NCc2ccco2)cc1 | 1% | 8%[57.1 µM] | 9%[57.1 µM] | -15% | 13 | -0.2 | -0.1 | -2 | -2
17 | CC1OC2C(OC1C)N(S(C)(=O)=O)CCN2S(C)(=O)=O (stereo not given) | 12% | -6% | -8% | -6% | . | . | -0.5 | 4 | 4
18 | CC1=C(C(=O)Nc2ccccc2C)C(c2cccs2)n2nc(SCc3ccccc3)nc2N1 (stereo not given) | 15% | 10% | -2% | -26% | . | -0.4 | 0.5 | -7 | 5
19 | Cc1ccccc1OCCC(=O)NCCc1ccc(S(N)(=O)=O)cc1 | 3% | -18% | -13% | 0% | 9 | 0.8 | 0.3 | -1 | -3
20 | Cc1c(S(=O)(=O)c2cccc(Cl)c2)nnn1-c1cccc(C(F)(F)F)c1 | -4% | 31% | -6% | -23% | . | 0.7 | 1.1 | 2 | 16
21 | CC(=O)Nc1ccc(NC(=O)COC(=O)C2(c3ccc(Cl)cc3)CCCC2)cc1 | 4% | -9% | -15% | -14% | -2 | 12 | 2.5 | -1 | 3
22 | COc1ccc(CCN(C)CCC(=O)Nc2ccc(C)cc2)cc1OC | 7% | 15%[57.1 µM] | -4% | -12% | -6 | -0.1 | -0.6 | 6 | 5
23 | COc1cc(C(=O)NCc2nnc(SCC(=O)N3CCCCC3)o2)cc(OC)c1OC | -2% | 9% | 5% | -17% | 29 | -0.2 | 0.4 | -1 | -1
24 | CC(=O)N1CCc2cc(Br)cc(S(=O)(=O)CCC(=O)Nc3ccc(C)cc3Cl)c21 | -5% | ? | 9%[2.29 µM] | -4% | . | 0.0 | -0.4 | -3 | -7
25 | COc1ccc(-n2c(SCC(=O)NCc3ccc(F)cc3)nc3c([nH]c4ccccc43)c2=O)cc1 | -4% | 21%[57.1 µM] | 1%[57.1 µM] | -28% | . | 0.4 | -0.5 | -1 | 3
26 | COCCN(C(=O)CSc1nc2ccccc2c(=O)n1C(C)COC)c1c(N)n(Cc2ccccc2)c(=O)[nH]c1=O (stereo not given) | 8% | 23%[57.1 µM] | 4%[57.1 µM] | -16% | 7 | -1.3 | -1.8 | -1 | -4
27 | COc1ccc(CCN(C)C(=O)c2c(C)nn(CC(C)C)c2Cl)cc1OC | 3% | -4% | -7% | -23% | 1 | -0.5 | 0.0 | -2 | 3
28 | CC(=O)c1sc(NC(=O)c2ccccc2)nc1-c1ccccc1 | 3% | 18% | -7% | -23% | 24 | 0.4 | -0.3 | -5 | 11
29 | CC(=O)c1cccc(N2C(=O)C3C4CCC(C4=C(C)C)C3C2=O)c1 (stereo not given) | 2% | -2% | -7% | -6% | 6 | -1.5 | -1.3 | -1 | 6
30 | Cc1ccc(C)c(NC(=O)CSc2nnc(-c3ccccc3)o2)c1 | 3% | 4%[57.1 µM] | 6%[57.1 µM] | 2% | 8 | -0.8 | -0.1 | -1 | -1
31 | Cc1cc(C)c(NC(=O)Cn2nnc(C(=O)NCCc3ccccc3)c2N)c(C)c1 | 1% | 22%[57.1 µM] | -9% | -11% | -12 | 1.2 | 0.7 | -2 | 9
32 | O=c1[nH]c(-c2ccc(Cl)cc2)nc2c1cnn2-c1ccccc1 | . | . | . | . | 2 | 1.0 | -0.3 | . | 2
33 | O=C(COc1ccc(Cl)cc1Cl)Nc1ccc(CN2CCOCC2)cc1 | 5% | 16% | 4% | ? | 2 | 1.1 | 0.8 | -16 | 4
34 | COCCCNc1nc2c(-c3cccc(Br)c3)nnn2c2ccccc12 | 23% | 20% | 14% | -11% | . | 0.2 | 0.3 | 4 | -12
35 | Cc1ccc(S(=O)(=O)N2CCOCCOCCOCCOCCOCC2)cc1 | -2% | 22% | 2% | -21% | -11 | 13 | -0.7 | 1 | -6
36 | COc1ccc(Nc2nc(N)nc(C(F)(F)F)n2)c(OC)c1 | -2% | -3% | -6% | -5% | . | . | -0.2 | 0 | 0
37 | CCOC(=O)c1ccc2ncc(C(=O)OCC)c(Nc3ccc(C)c(Br)c3)c2c1 | -14% | 18% | -5% | ? | . | . | -0.4 | -5 | -6
38 | CCc1nn(CC(=O)NCCCN2CCN(C)CC2)c(=O)c2cc3occc3n12 | -7%&8% | 4%&-10% | 0%&3% | -14%&-6% | 15 | 2.3 | 0.7&-1.1 | 0&-3 | 4&23
39 | CCCCCc1c(C)[nH]c2nc3ccccc3n2c1=O | 6% | 19% | 8% | -8% | 18 | -1.6 | -0.5 | 1 | -3

4 of these compounds, reformatted:
34. COCCCNc1nc2c(-c3cccc(Br)c3)nnn2c2ccccc12
33. O=C(COc1ccc(Cl)cc1Cl)Nc1ccc(CN2CCOCC2)cc1
23. COc1cc(C(=O)NCc2nnc(SCC(=O)N3CCCCC3)o2)cc(OC)c1OC
38. CCc1nn(CC(=O)NCCCN2CCN(C)CC2)c(=O)c2cc3occc3n12
assay / compound	34	33	23	38
IDH1 R132H inh	23%	5%	-2%	-7%&8%
rTrxR1 inhibitor	20%	16%	9%	4%&-10%
TrxR1 substrate	14%	4%	5%	0%&3%
USP1 inh	-11%	?	-17%	-14%&-6%
D2 antagonist	.	2	29	15
D2 agonist	0.2	1.1	-0.2	2.3
TRHR agonist	0.3	0.8	0.4	0.7&-1.1
PI4K2A block	4	-16	-1	0&-3
TRHR enhancer	-12	4	-1	4&23

Bioassay records deposited in PubChem by National Center for Advancing Translational Sciences (NCATS).
